APJ antag: APJ receptor antagonism; P35414; CHO-K1 APJ beta-arrestin complementation, luminescence; inhibition, % at 20 µM; actives 0.32% (n = 330,000); AID 2521;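 active means inhibition above about 40% at 20 µM, limit read from the data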;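 further: cells challenged with 10 nM apelin-13 agonist together with compound; plate controls were apelin-13 plus DMSO wells for no effect and DMSO wells lacking apelin-13 for full effect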
CHOP UPR activ: apoptotic UPR (CHOP) activation; activation, % at 10 µM; CHO-CHOP luciferase reporter, luminescence; percent of tunicamycin response over DMSO baseline; actives 0.34% (n = 330,000);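 active means at 10 µM dose, activation of 40% or more, normalized to positive control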;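 further: 100% = tunicamycin at 10 µg/mL and 0% = DMSO alone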
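System: CHO-CHOP luciferase reporter cell line | Buffer or medium: F12 medium containing 10% fetal bovine serum | Doses: One dose, 10 µM in 0.5% DMSO | Times: 6 h compound exposure at 37 °C after overnight seeding | Signal: Luciferase luminescence | Read-out: % activation vs tunicamycin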
tim23-1 inh: tim23-1 yeast growth inhibition | inhibition, % at 20 µM | actives 1.3% (n = 330,000) | AID 463212 | S. cerevisiae tim23-1 growth, BacTiter-Glo luminescence, 24 h;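 active means growth inhibition of the mutant yeast at or above 50%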;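 further: temperature-sensitive mutant grown at 25 °C; plate controls were DMSO-treated mutant yeast for no effect and medium wells lacking yeast for full effect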
tim10-1 inh: inhibits growth of tim10-1 mutant yeast | S. cerevisiae tim10-1 ts strain growth, BacTiter-Glo, 24 h | inhibition, % at 20 µM | actives 2.2% (n = 330,000);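 active means inhibition of at least 40%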;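 further: mutant grown at 25 °C; 0% = DMSO wells with yeast and 100% = wells holding no yeast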
Mdm2-MdmX inh: disrupts the human Mdm2-MdmX interaction | SaOS-2 split-luciferase Mdm2/MdmX complementation, luminescence | inhibition, % at 8 µM | actives 3% (n = 330,000);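 active means inhibition of at least 50% at 8 µM in the primary screen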
Target sequence (O15151 whole entry, looked up): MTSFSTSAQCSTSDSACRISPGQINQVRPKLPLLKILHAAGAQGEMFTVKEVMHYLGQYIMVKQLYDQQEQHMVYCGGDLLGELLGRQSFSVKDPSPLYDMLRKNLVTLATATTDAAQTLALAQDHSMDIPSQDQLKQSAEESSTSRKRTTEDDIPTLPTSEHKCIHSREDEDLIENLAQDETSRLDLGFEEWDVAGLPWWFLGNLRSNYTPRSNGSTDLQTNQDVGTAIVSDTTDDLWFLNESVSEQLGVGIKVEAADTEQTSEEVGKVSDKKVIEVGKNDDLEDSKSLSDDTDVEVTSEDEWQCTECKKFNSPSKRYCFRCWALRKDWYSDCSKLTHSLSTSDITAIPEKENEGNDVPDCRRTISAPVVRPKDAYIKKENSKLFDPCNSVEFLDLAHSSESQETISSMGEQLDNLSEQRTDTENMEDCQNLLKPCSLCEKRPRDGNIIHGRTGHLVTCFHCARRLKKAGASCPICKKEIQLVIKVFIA
Target sequence (Q00987 whole entry, looked up): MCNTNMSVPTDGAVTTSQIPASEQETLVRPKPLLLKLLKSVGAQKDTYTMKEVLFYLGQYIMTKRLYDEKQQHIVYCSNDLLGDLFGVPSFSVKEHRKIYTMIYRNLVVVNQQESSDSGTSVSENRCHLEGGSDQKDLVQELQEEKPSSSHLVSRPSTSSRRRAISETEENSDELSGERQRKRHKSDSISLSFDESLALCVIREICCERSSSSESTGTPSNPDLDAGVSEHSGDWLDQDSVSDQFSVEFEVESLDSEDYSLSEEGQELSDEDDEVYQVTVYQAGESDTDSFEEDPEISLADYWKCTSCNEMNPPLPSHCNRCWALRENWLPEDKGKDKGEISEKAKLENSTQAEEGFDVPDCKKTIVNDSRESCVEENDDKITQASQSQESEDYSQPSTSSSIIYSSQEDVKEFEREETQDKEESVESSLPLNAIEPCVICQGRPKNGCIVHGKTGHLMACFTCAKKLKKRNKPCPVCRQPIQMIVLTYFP
CXCR6 block: CXCR6 (human) receptor inhibition; O00574; CHO-K1 PathHunter CXCR6 beta-arrestin, luminescence; actives 0.36% (n = 360,000); inhibition, % at 20 µM; in the data active means inhibition above about 34%, passing the limit was not always enough;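 further: antagonist mode with CXCL16 agonist at 10 nM final; 0% = 10 nM CXCL16 with DMSO and 100% = unstimulated wells without agonist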
APJ ag: activates the human apelin receptor APJ; AID 2520; activation, % at 20 µM; P35414; CHO-K1 APJ PathHunter beta-arrestin, luminescence; 0% DMSO wells, 100% apelin; actives 0.11% (n = 330,000);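 active means activation more than six SD over the plate average, tested at 20 µM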;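 further: 0% = DMSO alone and 100% = apelin-13 at 10 nM; some results filed as inactive read as strong as hits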
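assay system = CHO-K1 APJ beta-arrestin complementation cell line | input = cell density 1000 per well | dosing = compound 20 µM once, DMSO 1% | timing = compound 90 min 25 °C, reagent 1 h | measured by = luminescence from split beta-galactosidase complementation, Galacton Star/Emerald II substrate | read-out basis = APJ agonist activity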
TIM10 inh: growth inhibitors of TIM10 yeast strain; S. cerevisiae TIM10 strain growth, BacTiter-Glo luminescence, 24 h; inhibition, % at 10 µM; actives 1.4% (n = 330,000);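 active means inhibition of 40% or more at the single tested concentration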;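 further: wild-type TIM10 isogenic control strain grown at permissive 25 °C; 0% = DMSO yeast wells and 100% = minimal medium wells without yeast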
XBP1 UPR activ: activators of adaptive arm of unfolded protein response (XBP1) | CHO-XBP1 luciferase reporter, IRE1-XBP1 UPR activation, luminescence; percent of tunicamycin response, DMSO as zero | actives 0.33% (n = 330,000) | activation, % at 20 µM;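 active means versus positive control, 20 µM dose yields 30% or more activation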;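 further: 100% = tunicamycin at 10 µg/mL and 0% = DMSO only wells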
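Material – CHO cell line with stable XBP1 luciferase reporter · Buffer or medium – F12 plus 10% FBS · Compound – single point, 20 µM final compound, 1% DMSO · Schedule – 16-18 h cell attachment at 37 °C, then 6 h compound exposure · Signal – Steady-Glo luminescence read · Benchmarks – high control tunicamycin 10 µg/mL final, low control DMSO vehicle only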
* marks the source's active call; other numbers are inactive results. A portion of the library; rates above refer to the full screens.

What do the screens show for `COc1cc(OC)nc(Oc2ccccc2C(=O)Oc2ccc(F)cc2Cl)n1`?
APJ antag: 14.5; CHOP UPR activ: -0.5; tim23-1 inh: 12.3; tim10-1 inh: 10.9; Mdm2-MdmX inh: 19.3; CXCR6 block: 8.5; APJ ag: -1.8; TIM10 inh: -19.7; XBP1 UPR activ: -2.4

How did COc1ccc(N2CCN(C(CNC(=O)C(=O)NC3CC3)c3ccco3)CC2)cc1 (configuration not stated) do in these assays?
APJ antag: 1.1; CHOP UPR activ: 0.5; tim23-1 inh: 10.8; tim10-1 inh: 7.0; Mdm2-MdmX inh: -11.0; CXCR6 block: 0.3; APJ ag: -8.3; TIM10 inh: 6.4; XBP1 UPR activ: 0.1

What do the screens show for `O=C(CCCN1C(=O)/C(=C/c2ccccc2)SC1=S)Nc1ccccc1O`?
APJ antag: -17.4; CHOP UPR activ: -2.4; tim23-1 inh: 6.5; tim10-1 inh: 14.2; Mdm2-MdmX inh: 95.5*; CXCR6 block: 1.2; APJ ag: -3.8; TIM10 inh: -16.0; XBP1 UPR activ: -0.5

What do the screens show for `NC(=O)CC(NC(=O)Cc1ccc(Br)cc1)c1ccc(N2CCC(N3CCCC3)CC2)c([N+](=O)[O-])c1` (configuration not stated)?
APJ antag: 5.5; CHOP UPR activ: -0.4; tim23-1 inh: 7.3; tim10-1 inh: -7.8; Mdm2-MdmX inh: 31.3; CXCR6 block: 1.4; APJ ag: -3.3; TIM10 inh: -2.9; XBP1 UPR activ: 0.2

How did Cc1cc2cc3c(cc2nc1SCC(=O)Nc1nc(C)c(C)s1)OCO3 do in these assays?
APJ antag: -0.9; CHOP UPR activ: 15.1; tim23-1 inh: -10.6; tim10-1 inh: 26.3; Mdm2-MdmX inh: 38.8; CXCR6 block: 11.8; APJ ag: 2.5; TIM10 inh: -18.6; XBP1 UPR activ: 13.4

Results for COC(=O)c1ccccc1S(=O)(=O)N1CCC(C(=O)OC(C)C(=O)Nc2ccc(NC(C)=O)cc2)CC1 (configuration not stated) ?
APJ antag: 12.2; CHOP UPR activ: 0.3; tim23-1 inh: 10.8; tim10-1 inh: 14.0; Mdm2-MdmX inh: 10.8; CXCR6 block: 1.8; APJ ag: -0.7; TIM10 inh: 5.9; XBP1 UPR activ: -2.7

What do the screens show for `CC(C)NC(=O)c1cc(-c2ccc(Br)cc2)on1`?
APJ antag: 14.8; CHOP UPR activ: 6.1; tim23-1 inh: 13.4; tim10-1 inh: 9.1; Mdm2-MdmX inh: -203.3; CXCR6 block: -9.7; APJ ag: 1.5; TIM10 inh: 5.2; XBP1 UPR activ: -0.5

What do the screens show for `Cc1ccc(NC(=S)N2CCC(N(C)CC3CCCO3)CC2)cc1C` (configuration not stated)?
APJ antag: -11.2; CHOP UPR activ: 0.6; tim23-1 inh: 30.3; tim10-1 inh: -26.5; Mdm2-MdmX inh: 16.3; CXCR6 block: -1.0; APJ ag: -1.1; TIM10 inh: -39.9; XBP1 UPR activ: 0.2

How did O=C(c1ccc(F)cc1)N1CCC(C(=O)N2CCN(S(=O)(=O)c3ccccc3Br)CC2)CC1 do in these assays?
APJ antag: 1.1; CHOP UPR activ: 1.1; tim23-1 inh: -20.9; tim10-1 inh: -19.2; Mdm2-MdmX inh: 36.4; CXCR6 block: -5.6; APJ ag: -5.6; TIM10 inh: -9.6; XBP1 UPR activ: -2.7

How did Cc1noc(C)c1S(=O)(=O)Nc1ccc(C(=O)NCCc2ccccc2)cc1 do in these assays?
APJ antag: 3.4; CHOP UPR activ: -0.8; tim23-1 inh: 4.6; tim10-1 inh: 11.0; Mdm2-MdmX inh: -7.4; CXCR6 block: -16.6; APJ ag: 2.1; TIM10 inh: 12.6; XBP1 UPR activ: -1.4

How did O=C(Cn1cnc2c(nnn2Cc2ccccc2F)c1=O)N1CCN(c2ccccc2)CC1 do in these assays?
APJ antag: -11.0; CHOP UPR activ: 0.2; tim23-1 inh: -11.3; tim10-1 inh: -41.6; Mdm2-MdmX inh: -25.1; CXCR6 block: -0.1; APJ ag: 3.7; TIM10 inh: -20.0; XBP1 UPR activ: 1.2

What do the screens show for `Cc1ccnc(N2C(=O)c3ccc([N+](=O)[O-])cc3C2=O)c1`?
APJ antag: -16.4; CHOP UPR activ: 0.4; tim23-1 inh: 31.5; tim10-1 inh: -1.3; Mdm2-MdmX inh: -7.6; CXCR6 block: -10.1; APJ ag: 5.7; TIM10 inh: 6.6; XBP1 UPR activ: -3.4

The last 2 compounds of the part above open the next one.
How did O=C(Cn1cnc2c(nnn2Cc2ccccc2F)c1=O)N1CCN(c2ccccc2)CC1 do in these assays?
APJ antag: -11.0; CHOP UPR activ: 0.2; tim23-1 inh: -11.3; tim10-1 inh: -41.6; Mdm2-MdmX inh: -25.1; CXCR6 block: -0.1; APJ ag: 3.7; TIM10 inh: -20.0; XBP1 UPR activ: 1.2

What do the screens show for `Cc1ccnc(N2C(=O)c3ccc([N+](=O)[O-])cc3C2=O)c1`?
APJ antag: -16.4; CHOP UPR activ: 0.4; tim23-1 inh: 31.5; tim10-1 inh: -1.3; Mdm2-MdmX inh: -7.6; CXCR6 block: -10.1; APJ ag: 5.7; TIM10 inh: 6.6; XBP1 UPR activ: -3.4

What do the screens show for `Cc1cccc(S(=O)(=O)NNC(=O)Cc2cccn2C)c1`?
APJ antag: -8.3; CHOP UPR activ: 1.4; tim23-1 inh: 2.4; tim10-1 inh: 12.0; Mdm2-MdmX inh: 1.6; CXCR6 block: -7.1; APJ ag: -2.7; TIM10 inh: -3.6; XBP1 UPR activ: -0.6

How did COc1cc2c(C)nc3onc(-c4ccccc4)c3c2cc1OC do in these assays?
APJ antag: -0.9; CHOP UPR activ: -1.0; tim23-1 inh: 14.3; tim10-1 inh: 20.9; Mdm2-MdmX inh: -3.0; CXCR6 block: 15.8; APJ ag: -3.0; TIM10 inh: 30.4; XBP1 UPR activ: 4.7

What do the screens show for `Cc1cc(-c2nnc(SCC(=O)Nc3ccc(F)cc3)n2N)n[nH]1`?
APJ antag: 15.7; CHOP UPR activ: -1.1; tim23-1 inh: -6.7; tim10-1 inh: 2.9; Mdm2-MdmX inh: 4.1; CXCR6 block: 8.1; APJ ag: 2.4; TIM10 inh: -3.0; XBP1 UPR activ: -3.2

Results for O=C(CN1C(=O)NC2(CCCC2)C1=O)NCCc1ccc(F)cc1 ?
APJ antag: 3.0; CHOP UPR activ: -0.8; tim23-1 inh: 8.5; tim10-1 inh: 9.2; Mdm2-MdmX inh: -2.9; CXCR6 block: -1.4; APJ ag: 0.3; TIM10 inh: -6.0; XBP1 UPR activ: -0.7

Results for C/C(=N\Nc1ccc(F)cc1)c1ccncc1 ?
APJ antag: 17.7; CHOP UPR activ: 2.3; tim23-1 inh: 10.7; tim10-1 inh: -21.5; Mdm2-MdmX inh: 20.8; CXCR6 block: -8.4; APJ ag: -0.2; TIM10 inh: -13.4; XBP1 UPR activ: -0.5

What do the screens show for `CC(C)C(=O)NNC(=O)c1csc(-c2cccs2)n1`?
APJ antag: 9.4; CHOP UPR activ: 0.4; tim23-1 inh: -4.9; tim10-1 inh: -12.5; Mdm2-MdmX inh: 32.3; CXCR6 block: 10.6; APJ ag: -3.8; TIM10 inh: -2.8; XBP1 UPR activ: 0.9

How did CC(c1ccccc1)N1C(=O)OC(C)(C)C1(C)O (configuration not stated) do in these assays?
APJ antag: 72.3*; CHOP UPR activ: 1.5; tim23-1 inh: 15.0; tim10-1 inh: 15.8; Mdm2-MdmX inh: 18.0; CXCR6 block: 0.2; APJ ag: 4.2; TIM10 inh: -1.0; XBP1 UPR activ: 0.3

Results for CCCN(CCC)CCCNC(=S)Nc1ccc2nc(N3CCCC3)cc(C)c2c1 ?
APJ antag: 18.4; CHOP UPR activ: 0.6; tim23-1 inh: -49.8; tim10-1 inh: 3.6; Mdm2-MdmX inh: 78.4*; CXCR6 block: 3.9; APJ ag: -1.8; TIM10 inh: -41.1; XBP1 UPR activ: -1.1

Results for Cc1cc(Cn2ccnc2)c(C)c([N+](=O)[O-])c1Cn1ccnc1 ?
APJ antag: 6.9; CHOP UPR activ: -1.8; tim23-1 inh: -6.6; tim10-1 inh: -1.8; Mdm2-MdmX inh: 4.0; CXCR6 block: 2.4; APJ ag: -2.0; TIM10 inh: 12.3; XBP1 UPR activ: 1.9

How did O=C1NCCN(C(=O)CCc2nnc(-c3ccsc3)o2)C1c1ccc(F)cc1 (configuration not stated) do in these assays?
APJ antag: 5.2; CHOP UPR activ: -1.2; tim23-1 inh: -2.3; tim10-1 inh: 2.2; Mdm2-MdmX inh: 4.9; CXCR6 block: 11.7; APJ ag: -3.5; TIM10 inh: -3.8; XBP1 UPR activ: -3.3

How did Cc1nn(CC(=O)NCc2ccccn2)c(C)c1[N+](=O)[O-] do in these assays?
APJ antag: -26.5; CHOP UPR activ: -1.5; tim23-1 inh: 24.7; tim10-1 inh: 1.0; Mdm2-MdmX inh: 7.7; CXCR6 block: 0.4; APJ ag: -3.5; TIM10 inh: 2.9; XBP1 UPR activ: -0.6

What do the screens show for `CC(=O)C1=C(O)C(=O)N(c2cccc(C(=O)O)c2)C1c1ccc(F)cc1` (configuration not stated)?
APJ antag: 0.8; CHOP UPR activ: 0.2; tim23-1 inh: 6.6; tim10-1 inh: 12.0; Mdm2-MdmX inh: -1.0; CXCR6 block: -9.5; APJ ag: 0.2; TIM10 inh: 1.3; XBP1 UPR activ: -0.7

Results for CCn1cc(NC(=O)Nc2ccc(OC)c(OC)c2)c(C(N)=O)n1 ?
APJ antag: 3.6; CHOP UPR activ: -1.5; tim23-1 inh: 5.9; tim10-1 inh: 2.5; Mdm2-MdmX inh: 1.9; CXCR6 block: -4.7; APJ ag: 0.8; TIM10 inh: -4.2; XBP1 UPR activ: 0.0

Results for CCOc1ccc(NC(=O)Cc2ccc(S(=O)(=O)N3CCOCC3)s2)cc1OCC ?
APJ antag: -24.5; CHOP UPR activ: 0.7; tim23-1 inh: -0.5; tim10-1 inh: -13.0; Mdm2-MdmX inh: 5.3; CXCR6 block: 0.6; APJ ag: -2.0; TIM10 inh: -1.1; XBP1 UPR activ: -2.9

Results for Cc1cccc(N(C(=O)CCC(=O)Nc2cc(C)on2)C(C(=O)NC2CCCC2)c2ccccc2)c1 (configuration not stated) ?
APJ antag: 8.2; CHOP UPR activ: 0.1; tim23-1 inh: 11.5; tim10-1 inh: 0.0; Mdm2-MdmX inh: 5.5; CXCR6 block: -4.0; APJ ag: 0.6; TIM10 inh: 2.9; XBP1 UPR activ: -5.3

What do the screens show for `CC(C)N1CCN(Cc2ccc(C#CC(C)(C)O)cc2)CC1CCO` (configuration not stated)?
APJ antag: -5.8; CHOP UPR activ: 11.0; tim23-1 inh: -9.1; tim10-1 inh: 0.6; Mdm2-MdmX inh: -1.0; CXCR6 block: -4.5; APJ ag: -3.7; TIM10 inh: 4.3; XBP1 UPR activ: -4.3

What do the screens show for `Cc1cc(C)n(CCCNC(=O)c2cc(COc3ccc(C)c(C)c3)on2)n1`?
APJ antag: -19.4; CHOP UPR activ: 4.7; tim23-1 inh: 30.9; tim10-1 inh: 20.1; Mdm2-MdmX inh: 22.2; CXCR6 block: -2.4; APJ ag: -6.2; TIM10 inh: 5.8; XBP1 UPR activ: -1.4

Source: PubChem
